Screens: PubChem BioAssay, several laboratories
NTR1 ag: agonists of NTR1, primary screen, imaging, U2OS cells, beta-arrestin-GFP, high content (AID 493036); P30989; activation, % at 20 µM; NTR1-U2OS beta-arrestin-GFP spot imaging, agonist mode; 0.17% of 330,000 active;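 active means activation at or above 40% of the spot to cytoplasm intensity ratio, with at least 20 cells analyzed; inconclusive means wells under 20 cells, flagged as cytotoxic or low count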;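 further: 0% = DMSO without peptide and 100% = 100 nM NTR1 peptide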
Target sequence (P30989 whole entry, looked up): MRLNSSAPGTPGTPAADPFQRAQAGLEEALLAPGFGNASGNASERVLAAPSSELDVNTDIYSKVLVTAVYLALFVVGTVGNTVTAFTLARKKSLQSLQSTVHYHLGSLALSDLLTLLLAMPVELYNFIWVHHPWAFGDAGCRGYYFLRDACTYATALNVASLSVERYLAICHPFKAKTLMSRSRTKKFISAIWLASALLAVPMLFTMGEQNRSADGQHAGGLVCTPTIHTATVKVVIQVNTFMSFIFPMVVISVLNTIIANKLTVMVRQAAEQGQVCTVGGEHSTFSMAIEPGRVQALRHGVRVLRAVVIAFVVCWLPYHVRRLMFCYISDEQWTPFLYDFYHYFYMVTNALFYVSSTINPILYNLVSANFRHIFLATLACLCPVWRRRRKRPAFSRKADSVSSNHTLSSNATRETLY
Myeloid diff MLP: promotes myeloid progenitor differentiation; ER-HoxA9 myeloid progenitors, lysozyme-GFP differentiation, flow cytometry; calls only at 10 µM; 1% of 360,000 active;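 active means normalized GFP-positive differentiation at or above the plate's own cutoff, the solvent-only control mean plus 3 SD; inconclusive means no clear call, values can overlap the other calls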;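 further: cells exposed to compound for four days before flow analysis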
Rac1 GTP hydrolysis: MgcRacGAP GTPase-activating activity inhibitors, confirmation, biochemical, ADP Hunter fluorescence; 0.6% of 340,000 active; MgcRacGAP-stimulated Rac1 GTP hydrolysis, ADP Hunter fluorescence; higher % means a stronger effect; GST-tagged Rac1 F28L mutant substrate; inhibition, % at 30 µM; hits with a dose series show IC50 in µM;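 active means first-screen hits whose inhibition reached a set limit at any dose in the follow-up dose series; inconclusive means inhibition above the set first-screen limit but never retested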;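 further: fluorescence reports GDP produced by GAP-driven GTP hydrolysis; strong numbers were not always called active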
NTR1 ag cell count 20 µM: recorded beside NTR1 ag, whose call it bears; cell count; measured here: cell count, cytotoxicity flag
Myeloid diff MLP GFP+ MAC1+ %: further read-out of Myeloid diff MLP, marked with its call; GFP+ MAC1+ double positive, %; measured here: differentiation confirmed by MAC1 staining
Starred values were filed as active, the others as inactive; i = inactive; ? = inconclusive.

Below each compound: NTR1 ag, NTR1 ag cell count 20 µM, Myeloid diff MLP, Myeloid diff MLP GFP+ MAC1+ %, Rac1 GTP hydrolysis
- O=C(O)Cn1cnc2c(OCc3ccccc3)ncnc21
    -3.6, 60, i, 0.5, 2%
- N#Cc1ccccc1OCC(=O)OCC(=O)N1CCCC1
    -1.2, 61, i, 1.1, 6%
- CN1CCN(S(=O)(=O)c2ccc(NN)nc2)CC1
    -0.4, 96, i, 0.6, 4%
- CCOc1ccc(CCNC(=O)COC(=O)COc2ccc(C#N)cc2)cc1OCC
    0.0, 48, i, 1.1, 2%
- CCOc1cc(/C=C2\SC(=S)N(NS(=O)(=O)c3ccc(C)cc3)C2=O)ccc1O
    -0.2, 54, i, 1.0, ?
- C[C@@H]1NS(=O)(=O)[C@H]2C[C@@H]3C=C[C@]2(O3)[C@H]1OC(=O)c1ccc(C(C)(C)C)cc1
    -1.2, 58, i, 3.1, -1%
- NC(=O)c1ccccc1OCC(=O)Nc1ccc2c(c1)CCC2
    4.7, 46, i, 0.1, 6%
- Cc1ccc(-c2nnc(OCc3nc4ccccc4n3C)c3ccccc23)cc1
    3.1, 59, i, 0.8, 9%
- Cc1cccc(OCCNS(=O)(=O)c2ccc(Cl)cc2)c1
    0.4, 82, i, 0.9, 8%
- CC(C)C(NC(=O)CCNC(=O)c1ccc(C(C)(C)C)cc1)c1nc2ccccc2[nH]1 (stereo not drawn)
    1.8, 55, i, 0.8, -2%
- Cc1ccc(S(=O)(=O)NCC(=O)OCC(=O)NCc2ccco2)cc1
    2.9, 58, i, 0.7, 8%
- CC(=O)Nc1ccc(C(=O)COC(=O)C2CCCCC2)c(F)c1
    3.3, 92, i, 0.3, 2%
- c1ccc(-c2cc3ncccc3cn2)cc1
    -0.2, 56, i, 1.1, 5%
- CCOC(=O)NC(=O)CSc1ccc(S(=O)(=O)N2CCCCC2)cn1
    0.7, 51, i, 0.2, -4%
- NCCN1CCN(S(=O)(=O)c2ccc([N+](=O)[O-])cc2)C=C1c1ccc(Cl)cc1
    2.9, 57, i, 2.8, 11%
- Nn1c(SCC(=O)Nc2ccccc2Oc2ccccc2)nnc1C1CC1
    -0.1, 69, i, 0.3, 7%
- Cc1ccc(NC(=O)CCN2C(=O)C3CC=CCC3C2=O)cc1Cl (stereo not drawn)
    -0.8, 60, i, 0.8, 4%
- CCc1ccc(-c2nc(SCC(=O)c3c(N)n(C4CC4)c(=O)[nH]c3=O)n[nH]2)cc1
    5.6, 66, i, 1.0, 4%
- O=C(COC(=O)C12CC3CC(CC(Cl)(C3)C1)C2)N1CCCCC1
    4.9, 39, i, 1.4, 0%
- C[C@H](CO)N1C[C@H](C)[C@@H](CN(C)C)Oc2c(NS(=O)(=O)c3ccccc3)cccc2C1=O
    -1.3, 54, i, 0.7, 2%

Structural class, the compounds so far with an aryl thioether with sulfur outside any ring
Below each compound: NTR1 ag, NTR1 ag cell count 20 µM, Myeloid diff MLP, Myeloid diff MLP GFP+ MAC1+ %, Rac1 GTP hydrolysis
- CCOC(=O)NC(=O)CSc1ccc(S(=O)(=O)N2CCCCC2)cn1
    0.7, 51, i, 0.2, -4%
- Nn1c(SCC(=O)Nc2ccccc2Oc2ccccc2)nnc1C1CC1
    -0.1, 69, i, 0.3, 7%
- CCc1ccc(-c2nc(SCC(=O)c3c(N)n(C4CC4)c(=O)[nH]c3=O)n[nH]2)cc1
    5.6, 66, i, 1.0, 4%

The listing picks up, repeating the 2 entries before the break.
Below each compound: NTR1 ag, NTR1 ag cell count 20 µM, Myeloid diff MLP, Myeloid diff MLP GFP+ MAC1+ %, Rac1 GTP hydrolysis
- O=C(COC(=O)C12CC3CC(CC(Cl)(C3)C1)C2)N1CCCCC1
    4.9, 39, i, 1.4, 0%
- C[C@H](CO)N1C[C@H](C)[C@@H](CN(C)C)Oc2c(NS(=O)(=O)c3ccccc3)cccc2C1=O
    -1.3, 54, i, 0.7, 2%
- COc1ccc(/C=N/NC(=O)c2cc(-c3cccc(C)c3)nc3ccccc23)cc1O
    3.7, 63, i, 1.1, 0%
- CN(C(=O)c1ccccc1C(=O)OCC(=O)c1ccc(F)cc1)c1ccccc1
    -0.1, 56, i, 0.7, -6%
- O=C(OCc1c(-c2ccccc2)ncc2ccccc12)c1ccc(F)cc1
    3.2, 50, i, 2.3, 11%
- NC(=O)c1ccsc1NC(=O)COC(=O)c1ccc([N+](=O)[O-])o1
    7.3, 66, i, 1.7, -6%
- Cc1c(NC(=O)c2ccc(Cl)c([N+](=O)[O-])c2)cccc1-n1cnnn1
    6.0, 64, i, 0.9, 4%
- COc1ccccc1COC(=O)c1cccc(S(=O)(=O)N2CCCC2)c1
    0.9, 68, i, 0.6, 0%
- Cc1nn(C2CCS(=O)(=O)C2)c2nc(C3CC3)cc(C(=O)Nc3ccc(C(N)=O)cc3)c12 (stereo not drawn)
    -1.5, 55, i, 0.6, -6%
- C#Cc1ccc([C@@H]2C=C(C(=O)N3CCOCC3)O[C@H](OCc3ccc(CO)cc3)C2)cc1
    -0.8, 58, i, 0.8, 7%
- CCCn1c(N)c(C(=O)CSc2nc3ncc(Cl)cc3[nH]2)c(=O)[nH]c1=O
    2.9, 52, i, 0.9, 7%
- CC(C)NC(=O)Nc1ccc2c(c1)C(=O)N([C@H](C)CO)C[C@H](C)[C@@H](CN(C)C(=O)Nc1ccc(C(F)(F)F)cc1)O2
    0.3, 57, i, 0.4, 12%
- COc1ccc(N2CCN(C(=O)CSc3nc4nc(C)cc(C)n4n3)CC2)cc1
    -1.4, 68, i, 0.4, 24%
- O=C1C=C(c2cccc3c2oc2ccccc23)C[C@@H](c2ccc(F)cc2)C1
    5.2, 62, i, 0.7, -12%
- O=C(NCCN1CCOCC1)c1cccc(S(=O)(=O)Nc2cc(Cl)ccc2Cl)c1
    1.1, 45, i, 0.4, 1%
- CC1CCCN(C(=O)C2CCN(S(=O)(=O)c3ccccc3)CC2)C1 (stereo not drawn)
    -0.2, 44, i, 2.0, -2%
- O=C(NCc1ccco1)C1CCN(S(=O)(=O)c2ccccc2C(F)(F)F)CC1
    -0.8, 79, i, 1.0, 3%
- COc1ccc(OC)c(COC(=O)c2cccc(S(=O)(=O)N3CCCCC3)c2)c1
    0.6, 64, i, 0.4, -1%
- CC(=O)N(CCCNC(=O)c1ccccc1)C(=O)c1ccccc1
    -4.9, 99, i, 0.9, 1%
- COC(=O)[C@@]12CCCCN1[C@H](c1ccc(-c3ccc4c(c3)OCO4)cc1)[C@H]1C(=O)N(C)C(=O)[C@H]12
    3.2, 65, i, 2.8, 11%
- O=C(NCC(=O)N1CCN(C(=O)c2ccccc2)CC1)c1ccccc1
    -0.4, 61, i, 0.4, 2%
- COC(=O)[C@H](CC(C)C)N(Cc1ccccc1)S(=O)(=O)N(Cc1ccccc1)[C@@H](CC(C)C)C(=O)OC
    -1.4, 68, i, 0.6, 8%
- CCOC(=O)C1CCN(C(=O)c2cccc(S(=O)(=O)N(CC)c3ccccc3)c2)CC1
    0.6, 46, i, 0.7, -2%
- C[C@@H]1CC[C@@]2(O[C@@H](CCO)C[C@@H](O)[C@@H]2O)O1
    0.3, 89, i, 0.6, 11%

6 compounds picked at random from those above, as already listed:
Below each compound: NTR1 ag, NTR1 ag cell count 20 µM, Myeloid diff MLP, Myeloid diff MLP GFP+ MAC1+ %, Rac1 GTP hydrolysis
- CCOC(=O)C1CCN(C(=O)c2cccc(S(=O)(=O)N(CC)c3ccccc3)c2)CC1
    0.6, 46, i, 0.7, -2%
- COc1ccccc1COC(=O)c1cccc(S(=O)(=O)N2CCCC2)c1
    0.9, 68, i, 0.6, 0%
- CC(C)NC(=O)Nc1ccc2c(c1)C(=O)N([C@H](C)CO)C[C@H](C)[C@@H](CN(C)C(=O)Nc1ccc(C(F)(F)F)cc1)O2
    0.3, 57, i, 0.4, 12%
- CCCn1c(N)c(C(=O)CSc2nc3ncc(Cl)cc3[nH]2)c(=O)[nH]c1=O
    2.9, 52, i, 0.9, 7%
- COc1ccc(OC)c(COC(=O)c2cccc(S(=O)(=O)N3CCCCC3)c2)c1
    0.6, 64, i, 0.4, -1%
- O=C(OCc1c(-c2ccccc2)ncc2ccccc12)c1ccc(F)cc1
    3.2, 50, i, 2.3, 11%

A portion of the library. The share of hits here may be higher or lower than overall.
